# Bioassay records from PubChem BioAssay.
# Tau fluor counter – Counterscreen qHTS for Inhibitors of Tau Fibril Formation, Fluorescence Polarization | 0.93% of 280,000 active | tau K18 P301L Alexa594 fluorescence, heparin fibrillization | Potency, µM (doses to about 57.7 µM), for the others: at the top dose activity change, negative = decrease; note: % is set by controls: 0 for no effect and ±100 for the full control effect; nearly all actives have a fitted effect of over 55% in size
#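 Human K18 P301L tau (15 uM unlabeled plus 0.24 uM Alexa 594-labeled, final) in 100 mM sodium acetate pH 7 was mixed with compound and 20 uM heparin and incubated 6 hr at 37 C.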
# Tau fibril FP – qHTS for Inhibitors of Tau Fibril Formation, Fluorescence Polarization. K18 P301L tau heparin fibrillization, Alexa594 FP, 6 h. Microtubule-associated protein tau (Homo sapiens), P10636. 0.39% of 280,000 active. Potency, µM (highest dose often 57.7 µM), for the others: at the highest dose activity, negative = inhibition, most hits filed as inhibitors; note: % is set by controls: 0 for no effect and ±100 for the full control effect; nearly all actives have a fitted effect of over 55% in size
# Target sequence (P10636 561-689 P618L limits assumed): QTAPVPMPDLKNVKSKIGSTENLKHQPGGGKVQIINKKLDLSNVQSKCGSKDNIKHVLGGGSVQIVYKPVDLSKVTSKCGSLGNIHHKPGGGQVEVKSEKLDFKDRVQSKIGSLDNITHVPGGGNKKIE
#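 Steps: dispense K18 P301L tau (15 uM plus 0.24 uM Alexa 594 tracer, final) in pH 7 sodium acetate; add compound; add heparin (20 uM final); incubate 6 hr, 37 C; add ThT (30 uM final); after 1 hr ambient, read FP.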
# L3MBTL1 block – qHTS Assay for the Inhibitors of L3MBTL1 | Lethal(3)malignant brain tumor-like protein 1 (Homo sapiens), Q9Y468 | AlphaScreen L3MBTL1–H3K9me1 peptide binding | Potency, µM (highest dose often 57.1 µM), for the others: at the highest dose activity, negative = inhibition, actives largely listed as inhibitors | 0.66% of 230,000 active | AID 485360, 2010; note: % is set by controls: 0 for no effect and ±100 for the full control effect; nearly all actives have a fitted effect of over 60% in size
# Target sequence (Q9Y468 whole entry, looked up): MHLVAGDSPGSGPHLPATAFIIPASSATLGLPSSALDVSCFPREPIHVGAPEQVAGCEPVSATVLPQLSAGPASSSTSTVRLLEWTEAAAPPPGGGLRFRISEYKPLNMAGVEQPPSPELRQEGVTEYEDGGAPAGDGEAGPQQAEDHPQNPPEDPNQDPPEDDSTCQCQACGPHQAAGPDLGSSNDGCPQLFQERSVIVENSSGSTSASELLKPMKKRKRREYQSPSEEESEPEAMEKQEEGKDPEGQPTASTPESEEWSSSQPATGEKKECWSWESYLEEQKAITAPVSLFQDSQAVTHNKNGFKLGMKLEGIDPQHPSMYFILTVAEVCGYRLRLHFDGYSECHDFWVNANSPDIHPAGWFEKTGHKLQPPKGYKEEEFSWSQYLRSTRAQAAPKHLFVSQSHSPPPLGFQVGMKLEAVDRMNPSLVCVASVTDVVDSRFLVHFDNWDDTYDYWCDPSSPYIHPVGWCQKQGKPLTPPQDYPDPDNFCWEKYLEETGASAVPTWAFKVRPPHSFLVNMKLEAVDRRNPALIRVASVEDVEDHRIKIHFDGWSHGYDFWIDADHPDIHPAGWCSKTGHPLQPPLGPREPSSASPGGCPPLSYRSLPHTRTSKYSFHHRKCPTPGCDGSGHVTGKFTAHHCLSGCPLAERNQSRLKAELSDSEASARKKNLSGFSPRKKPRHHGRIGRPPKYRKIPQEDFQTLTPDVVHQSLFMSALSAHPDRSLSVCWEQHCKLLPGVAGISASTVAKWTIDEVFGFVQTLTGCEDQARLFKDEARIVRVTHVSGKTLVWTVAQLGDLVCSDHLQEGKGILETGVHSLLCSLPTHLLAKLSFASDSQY
#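 AlphaScreen proximity signal between nickel-chelate acceptor and streptavidin donor beads (final 10 ug/mL) reports binding of 50 nM L3MBTL1 to 75 nM biotin-H3 K9me1 peptide; complex incubated with compounds 30 min at room temperature; cefsulodin titration as control.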
# Tau fibril ThT – qHTS for Inhibitors of Tau Fibril Formation, Thioflavin T Binding | recombinant tau K18 P301L (four-repeat tau fragment), heparin-induced fibrillization, ThT fluorescence | Potency, µM (series often up to 57.4 µM), inactives show top-dose activity, negative = inhibition, most hits filed as inhibitors | 2.1% of 270,000 active | Microtubule-associated protein tau (Homo sapiens), P10636; note: % is set by controls: 0 for no effect and ±100 for the full control effect; nearly all actives have a fitted effect of over 55% in size
#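 Heparin-induced (20 uM) aggregation of recombinant human K18 P301L tau, 15 uM unlabeled with 0.24 uM labeled, pH 7 acetate buffer, 6 hr at 37 C with compound. Fibrils quantified by 30 uM ThT fluorescence after 1 hr ambient incubation.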
# RECQ1 inh – qHTS Assay for Inhibitors of RecQ-Like Dna Helicase 1 (RECQ1); RECQ1 DNA unwinding, red fluorescence kinetic read; Potency, µM (series often up to 57.3 µM), inactives show at the highest dose activity, negative = inhibition, actives largely listed as inhibitors; 0.54% of 240,000 active; AID 2549, 2010;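 note: plate controls were vehicle for no effect and no enzyme for full effect; nearly all actives have a fitted effect of over 30% in size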
#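 50 nM RECQ1T1 preincubated 15 min with compound in Tris pH 8.0 buffer with MgCl2, DTT, Tween-20 and 2.5 ug/ml poly(dI-dC); started with 200 nM TAMRA/BHQ-2 forked duplex and 2 mM ATP. Unwinding read as fluorescence (525/598 nm), two reads 2 h apart.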
# TRb SRC2 PPI – qHTS for Inhibitors of the Interaction of Thyroid Hormone Receptor and Steroid Receptor Coregulator 2; TRbeta-SRC2 peptide binding, fluorescence polarization; receptor liganded with 1 µM T3; Potency, µM (highest dose often 106 µM), for inactives: at the highest dose activity change, negative = inhibition, hits mostly inhibitors; 0.065% of 280,000 active;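 note: plate controls were bound peptide for no effect and peptide without receptor for full effect; nearly all actives have a fitted effect of over 50% in size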
#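 Binding of a 20-amino-acid Texas Red SRC2 peptide (20 nM) to TRb ligand-binding domain (0.6 uM) with agonist T3 at 1 uM was followed by fluorescence polarization after a 5 hr room-temperature incubation.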
# TR SRC2 fluor cs – Total Fluorescence Counterscreen for Inhibitors of the Interaction of Thyroid Hormone Receptor and Steroid Receptor Coregulator 2; Potency, µM (highest dose often 106 µM), for inactives: at the highest dose fluorescence change, negative = quenching; AID 1479, 2009; 0.29% of 280,000 active; TRb/SRC2 Texas Red total fluorescence interference; active = well fitted curve in either direction with a large enough effect; inconclusive = small, poorly fitted or top-dose-only effect; note: % is set by controls: 0 for no effect and ±100 for the full control effect
#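 Human TRβ ligand-binding domain (0.6 uM) and Texas Red SRC2 peptide (20 nM) in Tris buffer with 1 uM T3 and 5% DMSO were incubated with pinned compound for 5 hr at ambient temperature. Total fluorescence was computed as S + 2P (555/632 nm).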
# HTT ATP protect – qHTS Multiplex Assay to Identify Dual Action Probes in a Cell Model of Huntington: Cytoprotection (ATP) | PC12 HTT-Q103 induced, cytoprotection, ATP luminescence, 40 h | Potency, µM (series often up to 56.4 µM), for inactives: cytoprotection (ATP increase), usual class: activators | AID 1471, 2008 | 0.14% of 230,000 active;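 note: % of control where 0% means no effect; nearly all actives have a fitted effect of over 45% in size; toxic huntingtin expression switched on by the ecdysone agonist tebufenozide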
#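 Huntington model: PC12 line, ecdysone-inducible HTTQ103 exon1–GFP, tebufenozide 100 nM. Test articles in a dose series. Endpoint luminescence from cellular ATP.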
# Numbers without * were called inactive; i = inactive; ? = inconclusive; / = no result given; [ ] = another dose, or the depositor's remark. Unless noted, calls come from the whole dose curve; as a rule, active = well fitted curve in the direction sought with a large enough effect; inconclusive = small, poorly fitted or top-dose-only effect, or another doubt; inactive = no such curve, though single readings can be large; an effect the other way counts as inactive or inconclusive. Potency is the fitted concentration of half-maximal effect.
# Screens in order – Tau fluor counter, Tau fibril FP, L3MBTL1 block, Tau fibril ThT, RECQ1 inh, TRb SRC2 PPI, TR SRC2 fluor cs, HTT ATP protect
1	CC(=O)OC1COC(n2ccc3cc([N+](=O)[O-])ccc32)C(OC(C)=O)C1OC(C)=O (configuration not stated)
    -7.0%, -5.1%, 2.0%, -5.7%, -2.8%, -10.0%, -2.1%, 8.5%[1.9 µM]
2	N#Cc1c(-c2cccs2)cc(-c2ccccn2)nc1N
    -17.7%, -11.6%, -11.8%, -13.0%, -5.6%, -4.3%, 0.5%, -1.7%[0.074 µM]
3	COC(=O)c1sccc1NC(=S)N1CCN(c2cccc(C)c2C)CC1
    -23.9%, -7.0%, 5.3%, -10.0%, -8.1%, -1.7%, 0.7%, /
4	Cc1nc(SCC(=O)N2CCCc3ccccc32)c2oc3ccccc3c2n1
    -6.6%, -0.4%, 15.2%, -1.2%, i, -12.0%, -1.8%, -1.5%
5	COc1ccc2c(c1OC)C(=O)N(c1ncn[nH]1)C2
    1.5%, 6.9%, ?, 4.6%, i, -18.6%, 2.5%, 0.1%
6	COc1cccc(CNC(=O)CCS(=O)(=O)c2ccc3c(c2)CC(C)N3C(=O)C2CC2)c1 (configuration not stated)
    -6.2%, -0.4%, /, -3.0%, /, 2.6%, -0.8%, /
7	O=C(NC(Cc1ccccc1)c1nc2ccccc2[nH]1)c1cccc([N+](=O)[O-])c1 (configuration not stated)
    3.8%, 4.5%, /, 3.0%, 17.2%, 0.3%, -1.0%, 3.6%[10 µM]
8	NC(=S)Nc1cccc2[nH]ccc12
    -1.4%, 2.4%, 6.1%, -1.2%, -4.3%, 3.6%, 2.4%, -8.6%
9	CCCCC(CC)C(=O)Nc1ccc(Cl)cn1 (configuration not stated)
    -0.2%, 6.5%, /, -8.5%, 2.0%, -4.1%, -4.0%, -6.1%[10 µM]
10	CCOCCCNC(=O)Cc1ccc(Br)cc1
    3.5%, 5.4%, 4.8%, 2.2%, -6.9%, -3.1%, 0.1%, /
11	Cc1ccc(S(=O)(=O)N(C)CC(=O)OCC(=O)Nc2ccccc2)cc1
    -10.2%, -0.1%, 8.4%, -6.6%, 2.2%, 0.1%, -4.4%, -1.0%[10 µM]
12	CCCCOc1ccc(C2C(=O)N(C3CCCCC3)CC(=O)N2CCCC)cc1 (configuration not stated)
    3.3%, 2.6%, /, -5.3%, /, 4.8%, -0.3%, /
13	C=CCOC(=O)N[C@H](c1ccccc1)C(C(C)=O)C(C)=O
    -10.5%, -5.2%, /, -9.5%, i, 3.0%, -1.4%, -12.4%
14	CCN(CC)C(=O)c1c[nH]c2ccc(S(=O)(=O)Nc3cc(C)cc(C)c3)cc2c1=O
    -15.2%, -12.7%, -1.9%, -7.3%, -7.3%, -9.3%, -4.6%, -17.4%
15	Cc1ccc(C(=O)c2ccc(N3CCN(C)CC3)c([N+](=O)[O-])c2)cc1
    2.0%, -7.4%, -14.7%, 2.4%, -13.0%, 2.6%[53 µM], 0.8%[53 µM], -9.6%[10 µM]
16	Cc1ccc(C)c(N=C2NC(=O)CS2)c1
    4.1%, 1.4%, -2.6%, 5.4%, i, -3.7%, -7.0%, 7.9%[10 µM]
17	CN(C)S(=O)(=O)c1cccc(COC(=O)C2=COCCO2)c1
    -9.6%, -7.6%, -2.6%, -8.5%, 2.1%, 0.6%, -3.1%, 6.1%[10 µM]
18	COc1cccc(NC(=O)c2cc3c(=O)n(C)c4ccccc4c3n2C)c1
    -6.7%, -11.4%, /, -6.1%, /, 2.5%, -3.0%, /
19	C=CCn1c(SCC(=O)Nc2ccc(C(=O)OCC)cc2)nnc1-c1sc(N)nc1C
    -8.3%, 5.6%, /, -15.4%, i, -6.6%, 2.0%, -7.3%
20	O=C(NC1CC2CCCC(C1)N2S(=O)(=O)c1ccccc1)c1ccccc1 (configuration not stated)
    6.8%, 0.2%, -3.8%, -1.2%, -1.2%, -4.1%, -0.1%, 1.9%[10 µM]
21	COc1cc(C(CC(=O)Nc2cc(C)ccc2C)N2Cc3ccccc3C2=O)cc(OC)c1OC (configuration not stated)
    -5.6%, 0.0%, /, -0.1%, /, 6.4%, 1.0%, /
22	CCOc1ccc(C(C)C)cc1S(=O)(=O)n1ccnc1C
    6.5%, 6.6%, 1.0%[11.4 µM], -1.1%, i, 7.0%, -4.8%, 6.1%
23	COc1ccc(CCNC(=O)C(=O)Nc2ccc3nc4n(c(=O)c3c2)CCCCC4)cc1OC
    -6.5%, 3.2%, /, /, -0.6%, -1.8%, 0.6%, -19.6%[10 µM]
24	Cn1c(N)c(C(=O)c2ccc(Cl)cc2)c(=O)n(C)c1=O
    -3.1%, 5.0%, 5.7%, -6.7%, -8.5%, -1.8%, -2.7%, -0.6%[10 µM]
25	CC(=O)N=Nc1[nH]c(N)c2ccccc12
    5.9%, 2.3%, 8.3%, -0.6%, i, -0.9%, -0.7%, 20.8%[10 µM]
26	O=C(NCc1cccnc1)c1ccc(-c2cc3ccccc3oc2=O)cc1
    -6.7%, -4.8%, 5.5%, -8.4%, -4.5%, -4.8%, -2.3%, 4.2%[10 µM]
27	COC(=O)c1c(NC(=O)C2CC=CCC2C(=O)O)sc(C(N)=O)c1C (configuration not stated)
    -19.0%, ?, /, ?, -0.4%, 3.2%, -4.7%, -57.8%[inhibitor]
28	Cc1cc(NS(=O)(=O)c2ccc(NC(=O)CCSc3ccc(F)cc3)cc2)nc(C)n1
    -11.8%, -4.4%, 3.3%, -6.4%, 8.1%, -2.6%, -3.2%, 14.7%[10 µM]
29	c1nc(NCCN2CCOCC2)c2sc3nc(N4CCOCC4)c4c(c3c2n1)CCC4
    -9.4%, 7.0%, -0.6%, -15.0%, 20.4%, -2.9%, -5.6%, -10.1%[0.074 µM]
30	O=C(Nc1ccc(F)cc1F)c1cc(-c2ccccc2O)no1
    -15.2%, 1.3%, /, -5.1%, /, 4.9%, ?, /
31	Clc1ccc(Cn2ncc3c(N4CCOCC4)ncnc32)cc1
    -3.2%, -4.0%, -2.5%, -2.3%, -0.1%, 0.5%, 2.2%, -15.5%[0.074 µM]
32	COc1ccccc1-c1cc(C(=O)NCc2ccc(Cl)cc2)no1
    -21.7%, ?, -12.5%, 0.4%, -10.6%, 1.3%, -4.6%, -59.4%[inhibitor]
33	O=C(O)c1ccccc1C(=O)Nc1ccc(Br)c(C(F)(F)F)c1
    -6.2%, -7.4%, -4.1%, -6.7%, i, 2.0%, -1.0%, 4.4%[10 µM]
34	CCOc1ccc(Cc2nn[nH]n2)cc1
    0.3%, 4.5%, 3.2%, -7.0%, -2.6%, -9.4%, 0.2%, 7.1%[10 µM]
35	NC(=O)[C@@H]1CC2(CC(c3cccc(NC(=O)[C@H]4CCC(=O)N4)c3)=NO2)CN1C(=O)COc1ccc(Cl)cc1 (some centres not stated)
    9.5%, 6.7%, /, 3.2%, i, -1.3%, -2.0%, 18.0%[10 µM]
36	O=C(c1ccc(CN2CCOCC2)cc1)N1CCN(c2ccccc2F)CC1
    -6.9%, -5.0%, /, -4.1%, i, 4.8%, -0.4%, 1.2%
37	Brc1ccc(OCCn2ccnc2)cc1
    -8.6%, 2.3%, -5.6%, -20.2%, 9.9%, 3.3%, -0.6%, 18.3%[10 µM]
38	CSc1ccc(CCNC(=O)c2ccc3c(c2)nc2n3CCOC2)cc1
    -9.4%, -4.0%, /, ?, /, -1.7%, -0.2%, /
39	Cc1ccn2c(/C=N/OCc3cccc(F)c3)c(-c3ccc(Cl)cc3)nc2c1
    -8.3%, -6.8%, 21.7%, -8.6%, i, -3.7%, -1.6%, -5.2%
40	COc1ccc(CCNC(=O)Cn2nnc(-c3cccc(OC)c3OC)n2)cc1OC
    7.5%, -6.9%, 2.4%, 0.8%, -8.6%, -1.3%, -3.6%, -31.2%
41	O=C(Cn1ccn(-c2ccc(F)cc2)c(=O)c1=O)NCCc1ccccc1
    16.2%, ?, /, 9.8%, /, -1.1%, ?, /
42	CCN(CC)C(=O)c1ccccc1NC(=O)c1ccccc1C
    -1.4%, 3.5%, /, -2.7%, -14.1%, 4.5%, -0.9%, 24.2%
43	O=C(OCn1nnc2ccccc2c1=O)c1cc(-c2ccccc2)nc2ccccc12
    -29.6%, ?, 0.7%, 3.0%, 6.4%, 1.7%, 9.6%, 10.7%[1.9 µM]
44	CC(C)CNS(=O)(=O)c1ccc(CCC(=O)Nc2cc(Cl)ccc2Oc2ccccc2)cc1
    -23.2%, 2.0%, /, -1.9%, -23.7%, 11.7%, -3.0%, 0.9%

# Shown bar-delimited: entries from further up.
no. | Compound | Tau fluor counter | Tau fibril FP | L3MBTL1 block | Tau fibril ThT | RECQ1 inh | TRb SRC2 PPI | TR SRC2 fluor cs | HTT ATP protect
36 | O=C(c1ccc(CN2CCOCC2)cc1)N1CCN(c2ccccc2F)CC1 | -6.9% | -5.0% | / | -4.1% | i | 4.8% | -0.4% | 1.2%
37 | Brc1ccc(OCCn2ccnc2)cc1 | -8.6% | 2.3% | -5.6% | -20.2% | 9.9% | 3.3% | -0.6% | 18.3%[10 µM]
38 | CSc1ccc(CCNC(=O)c2ccc3c(c2)nc2n3CCOC2)cc1 | -9.4% | -4.0% | / | ? | / | -1.7% | -0.2% | /
39 | Cc1ccn2c(/C=N/OCc3cccc(F)c3)c(-c3ccc(Cl)cc3)nc2c1 | -8.3% | -6.8% | 21.7% | -8.6% | i | -3.7% | -1.6% | -5.2%

# A portion of the library; the hit share may differ from the screen's.
